Screens (PubChem BioAssay)
mIDH1 inhibitor: human IDH1 R132H inhibition. IDH1-R132H enzyme, NADPH consumption, diaphorase/resazurin fluorescence. hit rate 0.093% among 390,000. Potency, µM (series often up to 76.6 µM), inactives show at the top dose activity change, negative = inhibition, most hits filed as inhibitors; note: potency is the fitted concentration of half-maximal effect; % is set by controls: 0 for no effect and ±100 for the full control effect; nearly all actives have a fitted effect of over 65% in size
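IDH1-R132H (0.5 ug/mL dispensed) in pH 7.5 Tris buffer was preincubated 30 min with compound, then given a substrate mix of 0.016 mM NADPH and 2 mM alpha-KG for 80 min at room temperature; remaining NADPH was read by diaphorase/resazurin fluorescence.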
GRP78 ERSR act: induces the endoplasmic reticulum stress response in human glioma cells | AID 602332 | hit rate 0.02% among 420,000 | Potency, µM, for inactives: top-dose activation, usual class: activators | U87-MG GRP78 promoter luciferase reporter, 16 h; note: potency is the fitted concentration of half-maximal effect; series mostly up to about 76 µM; % of control where 0% means no effect; nearly all actives have a fitted effect of over 35% in size
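ERSR induction read as luciferase luminescence (Bright-Glo, 10 min at room temperature) in stably transfected human U87-MG glioma cells exposed to compounds for 16 h, using GRP78 as sensor.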
PI4K2A block: PI4K2A (human) kinase inhibition | purified PI4K2A, ADP-Glo luminescence, 1 h; stronger effect = lower value | activity change, negative = inhibition, % at 76.9 µM | hit rate 0.13% among 420,000; in the data active = activity change below about -50%; inconclusive = mostly about -30% to -49%;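 note: -100% = wells without enzyme as full effect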
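Compounds are screened against recombinant PI4K2A using PI as substrate and ATP, the latter dispensed at 300 microM. Reactions run one hour at ambient temperature before ADP-Glo detection; full inhibition defined by wells lacking enzyme.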
RXFP1 agonist: RXFP1 (human) receptor agonism | AID 2676 | Potency, µM (doses to about 57.5 µM), for inactives: at the highest dose activation, hits mostly activators | HEK293T-RXFP1 cAMP TR-FRET, 30 min; response scale: percent of porcine relaxin response, buffer zero | Q9HBX9 | hit rate 0.3% among 370,000; note: potency is the fitted concentration of half-maximal effect; % is set by controls: 0 for no effect and ±100 for the full control effect; nearly all actives have a fitted effect of over 60% in size; many of its hits are not listed in these tables
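HEK293 cells stably expressing RXFP1, treated 30 min at 37C with compounds plus PDE4 inhibitor Ro 20174; cAMP measured by HTRF TR-FRET. Normalized to buffer and 29 nM porcine relaxin; EC50 by Hill fit.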
Vif-A3F inh: blocks the Vif interaction with APOBEC3F; hit rate 0.2% among 390,000; Potency, µM (top dose mostly 46.1 µM), inactives show at the top dose activity, negative = active; HeLa A3F-eYFP + Vif (tagged APOBEC3F with the HIV-1 protein that degrades it), YFP fluorescence increase; note: potency is the fitted concentration of half-maximal effect; % of control where 0% means no effect; nearly all actives have a fitted effect of over 65% in size
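HeLa cells stably expressing A3F-eYFP plus Vif, plated and incubated overnight at 37 deg C, then exposed to compounds overnight at 37 deg C. Blocked degradation read as raised yellow fluorescence (Ex 488/Em 500-530).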
USP1-UAF1 inh: blocks the human USP1/UAF1 deubiquitinase complex. O94782. recombinant USP1/UAF1, Ub-Rhodamine cleavage fluorescence. Potency, µM (series often up to 57.1 µM), for inactives: top-dose activity change, negative = inhibition, hits mostly inhibitors. hit rate 0.23% among 390,000. AID 743255; note: potency is the fitted concentration of half-maximal effect; % is set by controls: 0 for no effect and ±100 for the full control effect; nearly all actives have a fitted effect of over 60% in size; inactives centre near -12
Target sequence (O94782 whole entry, looked up): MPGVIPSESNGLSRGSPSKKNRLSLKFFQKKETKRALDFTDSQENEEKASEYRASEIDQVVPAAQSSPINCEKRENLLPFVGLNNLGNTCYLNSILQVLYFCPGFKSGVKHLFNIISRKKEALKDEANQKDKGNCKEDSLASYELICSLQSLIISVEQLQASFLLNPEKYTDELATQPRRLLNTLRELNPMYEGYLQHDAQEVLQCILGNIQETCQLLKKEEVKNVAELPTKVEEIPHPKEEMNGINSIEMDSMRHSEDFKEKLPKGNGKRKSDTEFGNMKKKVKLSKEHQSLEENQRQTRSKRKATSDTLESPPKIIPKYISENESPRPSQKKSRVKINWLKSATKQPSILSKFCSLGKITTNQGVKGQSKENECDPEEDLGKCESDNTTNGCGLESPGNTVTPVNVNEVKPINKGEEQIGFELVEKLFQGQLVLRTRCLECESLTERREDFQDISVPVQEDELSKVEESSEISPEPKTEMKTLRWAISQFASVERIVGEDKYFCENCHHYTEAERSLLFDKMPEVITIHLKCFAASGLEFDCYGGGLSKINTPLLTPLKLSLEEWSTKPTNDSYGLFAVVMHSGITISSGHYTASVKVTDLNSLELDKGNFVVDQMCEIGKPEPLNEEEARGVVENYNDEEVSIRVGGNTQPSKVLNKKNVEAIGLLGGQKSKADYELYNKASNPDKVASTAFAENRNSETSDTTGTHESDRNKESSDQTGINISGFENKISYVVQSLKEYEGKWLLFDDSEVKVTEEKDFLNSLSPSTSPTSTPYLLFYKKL
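Step one: compound is pinned into 1nM USP1/UAF1 in HEPES pH 7.8 buffer with TCEP. Step two: 15 min room-temperature incubation. Step three: Ub-Rho (150nM final) starts cleavage, tracked by fluorescence over six one-minute reads.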
TrxR1 substrate: is turned over as a substrate by rat TrxR1 | O89049 | purified TrxR1 substrate turnover, NADPH consumption readout | Potency, µM (highest dose often 114 µM), for the others: top-dose activity change, negative = substrate turnover | hit rate 0.01% among 390,000; note: potency is the fitted concentration of half-maximal effect; % is set by controls: 0 for no effect and ±100 for the full control effect; nearly all actives have a fitted effect of over 50% in size
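Rat TrxR1, dispensed at 90 nM, was prereduced with 400 uM NADPH (final) for 5 min at ~22 deg C, then incubated with compound 15 min before 400 uM selenite. A first-read NADPH fluorescence drop versus no-compound background flagged substrates.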
Vif-APOBEC3G blk: inhibitors of Vif-APOBEC3G interaction; Q9HC16; HeLa A3G-eYFP + Vif (tagged APOBEC3G with the HIV-1 protein that degrades it), YFP fluorescence, overnight; Potency, µM (highest dose often 46.1 µM), for inactives: top-dose activity, negative = active, most hits filed as inhibitors; hit rate 0.076% among 410,000; AID 602310;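 note: potency is the fitted concentration of half-maximal effect; % is set by controls: 0 for no effect and ±100 for the full control effect; nearly all actives have a fitted effect of over 60% in size; hits raise eYFP signal because A3G escapes Vif-driven loss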
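Read-out is eYFP fluorescence (Ex 488/Em 500-530) from Vif-expressing HeLa A3G-eYFP cells; more signal means A3G escaped Vif-mediated degradation. Cells plated overnight, compound pinned in, incubated overnight at 37 deg C.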
LDHA block: inhibitors of human lactate dehydrogenase A | P00338 | AID 1347041 | purified LDHA, NADH/diaphorase-resazurin fluorescence; stronger effect = lower value | hit rate 0.15% among 480,000 | activity change, % (values are at about 110 or 230 µM); in the data active = activity change below about -30%; inconclusive = mostly about -25% to -30%;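 note: plate controls were DMSO wells for no effect and wells without enzyme for full effect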
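Remaining NADH was detected by diaphorase (0.133 mg/mL) converting 37 µM resazurin to fluorescent resorufin, read at 0 and 20 minutes. The preceding 5-minute room-temperature reaction used 2 nM LDHA, 0.2 mM sodium pyruvate and 0.06 mM NADH at pH 7.4.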
* marks the source's active call; other numbers are inactive results; ? = inconclusive; / = not tested or not shown; [ ] = remark or other dose. Unless noted, calls come from the whole dose curve; as a rule, active = well fitted curve in the direction sought with a large enough effect; inconclusive = small, poorly fitted or top-dose-only effect, or another doubt; inactive = no such curve, though single readings can be large; an effect the other way counts as inactive or inconclusive.

SMILES | mIDH1 inhibitor | GRP78 ERSR act | PI4K2A block | RXFP1 agonist | Vif-A3F inh | USP1-UAF1 inh | TrxR1 substrate | Vif-APOBEC3G blk | LDHA block
O=C(Cn1c(=O)c(C(F)(F)F)nc2ccccc21)N1CCC2(CC1)OCCO2 | -3% | -3% | 4 | -0.2% | -9% | -13% | 9%[11.4 µM] | 0% | -7
COc1ccc2nc(NC(=O)c3nc(S(=O)(=O)Cc4cccc(C)c4)ncc3Cl)sc2c1 | 0% | -10% | ? | 1.5% | ? | ? | -3% | ? | -18
Cc1cc(OCC(=O)N2CCC(C(=O)O)(c3ccccc3)CC2)c2c(C)cc(=O)oc2c1 | -13% | -1% | -7 | 2.6% | 8% | 19% | 219%[activator] | -1% | -7
O=[N+]([O-])c1ccc(-c2ccccc2)c([As](=O)(O)O)c1 | 3% | 3% | -2 | 3.4% | ? | -19% | 6%[57.1 µM] | 0% | -1
CN1C(=O)c2ccccc2NC(=O)[C@]12O[C@@H]2c1ccccc1 | 6% | 0% | 1 | -0.8% | 0% | -27% | 4% | 1% | 6
CCN1C[C@@]2(COC)C3[C@@H](OC)[C@H]4[C@@H]1[C@@]3(C1C[C@H]3[C@H](OC(C)=O)C1[C@]4(OC(C)=O)C[C@H]3OC)[C@@H](OC)C[C@H]2OC(C)=O (some centres not stated) | -6% | -4% | 1 | / | -3% | 1% | 0% | 1% | 0
O=C1NC(=O)C(=Cc2coc3ccccc3c2=O)C(=O)N1 | -5% | -3% | -12 | 2.1% | -19% | ? | 8% | -1% | 1
CC(NS(C)(=O)=O)c1nnc2n1-c1ccc(Br)cc1C(c1ccccc1Cl)=NC2 (configuration not stated) | -7% | -2% | -1 | / | -2% | -5% | 3% | 1% | -15
Cc1nn(Cc2ccccc2Cl)c(Cl)c1C(=O)OCC(=O)NC(=O)NC1CCCCC1 | 6% | -4% | -3 | -1.0% | -13% | -4% | -12% | -2% | -2
COC(=O)C1=C(c2ccc(-c3ccccc3)c(F)c2)C[C@@H]2CC[C@H]1N2C(=O)NCC1CC1 | 0% | -2% | 3 | -1.0% | -9% | 4% | -12% | -4% | -5
O=C(O)CN1C(=O)CN=C(c2ccccn2)c2cc(Cl)ccc21 | 1% | -3% | -11 | 5.6% | -6% | -8% | 7% | -7% | 3
Cc1ccnc(NC(=O)CCCc2ccc(N(CCCl)CCCl)cc2)n1 | -1% | -6% | 3 | / | -3% | -13% | 11%[57.1 µM] | 1% | -4
Clc1ccc(-c2nc3ccc(Cl)cn3c2CN2CCOCC2)cc1 | 7% | -1% | -14 | -0.4% | / | -6% | -1%[2.29 µM] | -7% | -1
CN(C)C1C(=O)C(C(N)=O)=C(O)C2(O)C(=O)C3=C(O)c4c(O)cccc4C(C)(O)C3C(O)C12 (configuration not stated) | 2% | -4% | -17 | 7.6% | 3% | -21% | 5% | -6% | -6
CC(=O)c1c(C)n(Cc2ccccc2Cl)c2ccc(O)cc12 | 1% | 0% | 1 | 0.8% | 4% | -2% | -2% | -13% | -2
CCN(CC)C(=O)c1ccc2c(c1)C1C=CCC1C(C(=O)O)N2 (configuration not stated) | 10% | -3% | -26 | 6.1% | -6% | 25µM* | 7%[2.29 µM] | 2% | 12
COc1ccc(CC(=O)N2CCN(C)CC2)cc1 | -4% | 0% | -5 | 3.2% | -2% | 0% | 4% | -4% | -1
NCCCC(=O)OC1N=C(c2ccccc2Cl)c2cc(Br)ccc2NC1=O (configuration not stated) | 14% | -5% | 3 | 0.6% | 12% | -15% | 3% | -2% | -9
COc1c(O)ccc2c1-c1c3c(cc4c1C(C2)N(C)CC4)OCO3 (configuration not stated) | 12% | -5% | -3 | 0.1% | 6% | -36% | 10% | 2% | 11
c1ccc(N2[C@@H]3CC[C@H]2c2ccccc2C3)cc1 | 4% | -5% | 3 | / | 2% | -5% | / | 1% | -2
O=C(NCC(c1cccnc1)N1CCN(c2ccccc2F)CC1)Oc1ccccc1 (configuration not stated) | 0% | -6% | 1 | 0.8% | 1% | -10% | -6% | -7% | 0
Cc1cc(C)cc(N2C(=O)NC(=O)/C(=C\C=C\c3ccco3)C2=O)c1 | -2% | -13% | -15 | 0.1% | -25% | 3% | -9% | ? | 10
Clc1ccccc1CN1CCN(c2ccccc2Cl)CC1 | 5% | -1% | -3 | -0.6% | 0% | 1% | 7% | 0% | -16
O=C1NC(=O)C(=Cc2ccc(-c3ccccc3[N+](=O)[O-])o2)C(=O)N1 | 17% | -3% | -25 | -0.1% | -18% | -6% | 5%[57.1 µM] | -8% | -1
c1cc(OCCN2CC2)ccn1 | -1% | -4% | -5 | / | -24% | 0% | 10% | 0% | -5

Whole records, looked up by structure.
`COc1ccc2nc(NC(=O)c3nc(S(=O)(=O)Cc4cccc(C)c4)ncc3Cl)sc2c1` across the screens: mIDH1 inhibitor = 0%; GRP78 ERSR act = -10%; PI4K2A block = ?; RXFP1 agonist = 1.5%; Vif-A3F inh = ?; USP1-UAF1 inh = ?; TrxR1 substrate = -3%; Vif-APOBEC3G blk = ?; LDHA block = -18
`COC(=O)C1=C(c2ccc(-c3ccccc3)c(F)c2)C[C@@H]2CC[C@H]1N2C(=O)NCC1CC1` across the screens: mIDH1 inhibitor = 0%; GRP78 ERSR act = -2%; PI4K2A block = 3; RXFP1 agonist = -1.0%; Vif-A3F inh = -9%; USP1-UAF1 inh = 4%; TrxR1 substrate = -12%; Vif-APOBEC3G blk = -4%; LDHA block = -5
`O=C1NC(=O)C(=Cc2coc3ccccc3c2=O)C(=O)N1` across the screens: mIDH1 inhibitor = -5%; GRP78 ERSR act = -3%; PI4K2A block = -12; RXFP1 agonist = 2.1%; Vif-A3F inh = -19%; USP1-UAF1 inh = ?; TrxR1 substrate = 8%; Vif-APOBEC3G blk = -1%; LDHA block = 1

An excerpt from above, reduced to PI4K2A block, RXFP1 agonist and TrxR1 substrate:
compound | PI4K2A block | RXFP1 agonist | TrxR1 substrate
Cc1cc(OCC(=O)N2CCC(C(=O)O)(c3ccccc3)CC2)c2c(C)cc(=O)oc2c1 | -7 | 2.6% | 219%[activator]
Clc1ccc(-c2nc3ccc(Cl)cn3c2CN2CCOCC2)cc1 | -14 | -0.4% | -1%[2.29 µM]

(next part)
SMILES | mIDH1 inhibitor | GRP78 ERSR act | PI4K2A block | RXFP1 agonist | Vif-A3F inh | USP1-UAF1 inh | TrxR1 substrate | Vif-APOBEC3G blk | LDHA block
O=C(c1ccccc1F)c1cn(CC(=O)N2CCCCC2)c2ccccc12 | 1% | -4% | -1 | -0.1% | -3% | -8% | 3% | 0% | -6
O=C1c2ccccc2-n2nnc(-c3ccccc3)c2C2c3ccccc3CCN12 (configuration not stated) | / | -5% | 0 | / | / | / | / | 1% | 1
C=CCN1C(=O)NC(=O)/C(=C/c2cc3c4c(c2)CCCN4CCC3)C1=O | -1% | 2% | -12 | -2.4% | -4% | -24% | -7% | -1% | 4
COC(=O)C1=C(c2c(C)noc2C)C[C@@H]2CC[C@H]1N2C(=O)NCCNC(C)=O | 0% | -1% | -1 | 0.2% | 4% | -23% | -7%[57.1 µM] | -2% | 1
O=C1c2cccc3cc([N+](=O)[O-])cc(c23)C(=O)N1c1ccccc1O | 1% | -3% | 2 | 0.4% | ? | -13% | -2%[57.1 µM] | -10% | -1
O=[N+]([O-])c1ccc(Nc2ccccc2)cc1 | 1% | 7% | 0 | 0.4% | -16% | -10% | -9% | 1% | -6
Cc1ccc2c(c1)Oc1ccccc1N=C2 | 6% | -2% | 3 | / | -9% | -7% | / | -2% | -11
N#CCN1CCN(c2ccc(C(F)(F)F)cc2)CC1 | 4% | -6% | 4 | 0.1% | 3% | -12% | -6% | 0% | -4
O=C1CC(N2CCC(n3c(=O)[nH]c4ccccc43)CC2)C(=O)N1Cc1ccccc1 (configuration not stated) | -4% | -2% | 4 | -1.3% | -6% | 0% | 12%[57.1 µM] | -4% | 0
C=CCOC(=O)C1=C(C)OC(N)=C(C(=O)OCC)C12C(=O)N(CC(N)=O)c1ccccc12 (configuration not stated) | 1% | -4% | -2 | 4.3% | -14% | -7% | 1% | -8% | 21
Cc1nc2cc(C(F)(F)F)ccc2n1C1CCN(Cc2nnnn2Cc2cccs2)CC1 | -11% | -4% | 0 | 0.0% | 1% | -6% | 24%[57.1 µM] | 0% | 1
O=[N+]([O-])c1ccccc1-c1cc(-c2ccccc2)cc(-c2ccccc2)[n+]1Cc1ccccc1Cl | -11% | 0% | -1 | -0.3% | 1% | 2% | -6% | -1% | 4
COc1ccc(OC(=O)N(C)C[C@H]2OCc3cnnn3CCCC(=O)N([C@H](C)CO)C[C@@H]2C)cc1 | -15% | -2% | 0 | / | -2% | -21% | / | -3% | -7
CCOC(=O)c1c(C)n(COCCO)c2ccc(O)cc12 | -1% | -3% | -4 | -1.1% | -13% | -6% | 4% | -1% | 6
CCN1C(=O)NC(=O)C2(CCCC2)C1=O | -1% | -3% | 3 | / | 13% | -12% | 14%[57.1 µM] | -11% | -10
CC(=O)c1cc(C#N)c(N2CCN(C)CC2)nc1C | 16% | -1% | 2 | 3.0% | 6% | 2% | 2%[57.1 µM] | -7% | -12
C[C@]12CC[C@H](O)CC1=CCC1C2CC[C@@]2(C)C1C[C@@H](O)[C@@H]2O (some centres not stated) | -2% | -4% | -7 | / | -1% | 4% | 4%[57.1 µM] | 0% | -11

The list is partial; the hit share may differ from the screen's.
